miR-122 sensor: miR-122 Renilla sensor signal increase in Huh7, primary screen, miR-122 inhibitor project, cell-based, single point, plate reader. Huh7 miR-122 Renilla luciferase sensor, 48 h; neutral wells = 0, positive control = 100. activation (reporter increase), % at 12.5 µM. 340,000 compounds, 0.3% hits. AID 602342, 2012;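 active = mean replicate activation score at least 90 and every replicate individually at or above 90; inconclusive = only one of the two criteria met; inactive = neither criterion met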;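 also: higher luciferase means less miR-122 activity so hits act as miR-122 inhibitors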
ARNT-TACC3 inh: disruptors of ARNT/TACC3 protein interaction, primary screen, biochemical, AlphaScreen, single concentration. AlphaScreen His-ARNT PAS-B/GST-TACC3 binding, luminescence; TACC3 fragment carries E629A point mutation. inhibition, % at 9.99 µM. 390,000 compounds, 0.66% hits. AID 623870, 2012. Transforming acidic coiled-coil-containing protein 3 (Homo sapiens), Q9Y6A5;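 active = mean inhibition of replicates at least 50% and at least half of replicates each reaching 50%; inconclusive = half or more replicates reach 50% but mean below 50%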;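 also: 0% = complete ARNT plus TACC3 wells and 100% = ARNT alone without TACC3; many hits fall short of the cut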
Cneo AK release: Cryptococcus neoformans cell lysis inducers, primary screen, AK release luminescence, single concentration. C. neoformans lysis, adenylate kinase release luminescence, 4 h; normalised: neutral wells 0, clomiphene wells 100. 360,000 compounds, 0.2% hits. lysis activity, % at 15 µM;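 active = mean lysis activity across replicates of at least 80%, whatever share of replicates individually reach that level; inactive = mean lysis activity below 80%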
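read-out = cell lysis signal | test system = log-phase Cryptococcus neoformans yeast cells | input = cells at 5 × 10^6 per mL | medium = fresh YPD growth medium | signal = luminescent adenylate kinase detection reagent | timing = 4 h at 37 °C static, read 1 h later | dosing = single dose | controls = Clomiphene as positive lysis control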
Statin myotox sup: suppressors of statin myotoxicity in C2C12 myotubes, primary screen, cell-based, single point, plate reader; C2C12 myotubes + simvastatin, ATP luminescence, 48 h; scaled: DMSO 0, geranylgeraniol control 100; rescue of ATP level, % at 7.49 µM; 330,000 compounds, 0.78% hits; AID 602340, 2012;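 active = mean ATP rescue above about 67%, or every replicate alone reaching that limit, limit read from the data, passing the limit was not always enough; inconclusive = no clear call, values can overlap the other calls; inactive = mean under the limit and some replicate under it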;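 also: myotubes were challenged with 10 µM simvastatin during compound exposure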
SIRT5 inh: SIRT5 desuccinylase inhibitors, primary screen, biochemical, fluorescence imaging, single point, set 5. inhibition, % at 15 µM. 330,000 compounds, 1.1% hits. NAD-dependent protein deacylase sirtuin-5, mitochondrial (Homo sapiens), Q9NXA8. Purified SirT5, succinyl-peptide AMC, trypsin-coupled fluorescence. AID 652115, 2013; in the data active = inhibition above about 15%; inconclusive = no clear call, values can overlap the other calls
Target sequence (Q9NXA8 whole entry, looked up): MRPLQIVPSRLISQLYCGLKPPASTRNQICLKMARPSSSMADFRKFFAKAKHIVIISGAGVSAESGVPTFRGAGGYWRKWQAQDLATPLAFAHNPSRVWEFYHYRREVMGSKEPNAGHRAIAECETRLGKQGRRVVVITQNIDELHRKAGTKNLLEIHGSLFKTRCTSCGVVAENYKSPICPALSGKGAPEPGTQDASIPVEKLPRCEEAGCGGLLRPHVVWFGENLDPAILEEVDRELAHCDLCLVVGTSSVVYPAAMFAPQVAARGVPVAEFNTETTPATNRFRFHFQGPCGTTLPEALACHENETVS
esBAF inh: Bmi1 luciferase reporter increase in mESCs, primary screen, esBAF inhibitor project, mouse ES cells, Bmi1 luciferase knock-in, single point; 24 h; 100% = twice the neutral-well signal; reporter increase, % at 12.5 µM; 350,000 compounds, 2% hits; AID 602393, 2012; in the data active = activation above about 40%; inconclusive = no clear call, values can overlap the other calls;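 also: 0% = median of the plate's neutral control wells and 100% = double that signal; a rise in the Bmi1 reporter signal indicates esBAF inhibition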
ERp5 inh: inhibitors of ERp5-driven insulin aggregation, primary screen, biochemical, turbidity, absorbance 650 nm, single point; Protein disulfide-isomerase A6 (Homo sapiens), Q15084; 350,000 compounds, 0.05% hits; 90 min; inhibition, % at 9.99 µM;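 active = mean replicate inhibition above about 25%, with every replicate also reaching it, limit read from the data, passing the limit was not always enough; inconclusive = only one of those two criteria met; inactive = neither criterion met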
Target sequence (Q15084 whole entry, looked up): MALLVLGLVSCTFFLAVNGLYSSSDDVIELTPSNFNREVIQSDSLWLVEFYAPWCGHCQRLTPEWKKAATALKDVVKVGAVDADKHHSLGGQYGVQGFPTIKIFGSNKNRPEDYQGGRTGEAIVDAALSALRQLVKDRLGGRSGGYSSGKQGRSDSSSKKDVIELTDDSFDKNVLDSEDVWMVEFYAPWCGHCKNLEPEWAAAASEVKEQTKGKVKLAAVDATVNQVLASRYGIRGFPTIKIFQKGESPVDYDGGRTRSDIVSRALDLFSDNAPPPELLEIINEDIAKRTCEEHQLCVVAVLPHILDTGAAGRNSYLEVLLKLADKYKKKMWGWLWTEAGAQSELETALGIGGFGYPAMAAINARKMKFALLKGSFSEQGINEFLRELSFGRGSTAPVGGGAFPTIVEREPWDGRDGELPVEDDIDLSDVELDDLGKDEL
An asterisk follows results filed as active; u = inconclusive; x = not tested or not shown; [ ] = remark or other dose. Rows are unselected; 4% or so of the library scored in one or more.

SMILES	miR-122 sensor	ARNT-TACC3 inh	Cneo AK release	Statin myotox sup	SIRT5 inh	esBAF inh	ERp5 inh
O=C(Cn1nc(C(F)(F)F)c2c1CCC2)N1CCN(c2ccccc2)CC1	-1	0	0	3	x	7	x
COCC(=O)N(C)C[C@@H]1Oc2ncc(C#Cc3ccncc3)cc2C(=O)N([C@H](C)CO)C[C@@H]1C	2[16.7 µM]	-2	-10	x	2	-2	1
CC(=O)c1cccc(Nc2nc3ccccc3n3cnnc23)c1	x	-7	1	4	-2	0	-7
O=C(NNC(=O)c1ccccc1O)c1ccc(NS(=O)(=O)c2ccc(F)cc2)cc1	8	13	-1	0	2	7	-2
O=C(Nc1ccc(-n2cc(Br)cn2)cc1)c1ccncc1	-1	x	-1	-11	-4	19	1
CC(=O)O[C@H]1C2OC(=O)C(C)=C2[C@@H]2OC(=O)[C@]3(CCC4OC41C)OC23 (stereo partly drawn)	-2	-3	1	18	x	-5	x
CC1CCC(NC(=O)c2cccc(S(=O)(=O)NCc3ccccc3)c2)CC1 (stereo not drawn)	x	-1	x	-35	4	36	-1
O=C(COC(=O)c1ccccc1OCc1ccccc1Cl)NC1CCS(=O)(=O)C1 (stereo not drawn)	-1	1	5	5	-2	-2	-1
Clc1ccc(CSc2nnc(-c3ccccn3)n2Cc2ccco2)c(Cl)c1	-9	11	-2	13	x	0	x
CC(C)Cn1cnc2c1c(=O)[nH]c(=O)n2Cc1ccccc1	5	7	1	6	-1	25	0
C[C@H]1CN([C@@H](C)CO)C(=O)c2cc(NC(=O)c3ccncc3)ccc2O[C@@H]1CN(C)Cc1ccc(C(=O)O)cc1	-1[16.7 µM]	-2	0	-1	0	2	1
O=C(CCNS(=O)(=O)c1ccccc1)Nc1ccccc1	8	3	1	2	-2	-4	2
O=C(N[C@@H]1CC[C@@H](CCn2cc(C3(O)CCCC3)nn2)O[C@@H]1CO)C1CCCCC1	x	-4	-1	2	-1	-4	4
CCCC(=O)Nc1ccc2oc(-c3ccc(OC)c(Br)c3)nc2c1	-6	-5	2	-67	x	-3	x
CNCC(O)c1ccc(O)c(O)c1 (stereo not drawn)	-8	-2	0	0	-3	-4	-2

Going on with the list.
SMILES	miR-122 sensor	ARNT-TACC3 inh	Cneo AK release	Statin myotox sup	SIRT5 inh	esBAF inh	ERp5 inh
CCCCn1nnc(N(C(=O)c2cccs2)C(=O)c2cccs2)n1	-19	15	3	3	6	u	-6
COc1ccc(/C=C/CN2CCCC(CO)(Cc3cccc(Cl)c3)C2)cc1 (stereo not drawn)	-11	10	4	11	-1	4	4
C=CCNC(=O)[C@@H]1[C@H]2C(=O)O[C@H](c3ccccc3)[C@H](c3ccccc3)N2[C@H](c2ccc(O)cc2)[C@@]12C(=O)N(C(=O)OCCOC)c1ccc(C#Cc3ccc(OC)cc3)cc12	x	x	7	x	-3	x	-10
C/C=C/C(=O)N[C@@H]1c2ccccc2CC[C@@H]1OCc1ccccc1	0	-6	1	20	-5	-4	9
COc1ccc(/C(O)=C2/C(=O)C(=O)N(CCCN3CCOCC3)C2c2ccc(Cl)cc2)cc1 (stereo not drawn)	-1	x	-1	40	x	1	3
OC(c1ccccc1)c1nc2ccccc2[nH]1 (stereo not drawn)	0	-3	3	-8	0	2	-1
O=C(Cn1cnc2ccccc21)Nc1ccccc1-c1ccccc1	x	5	1	14	-3	2	7
Cc1cc(C)c(S(=O)(=O)Nc2ccc(Cl)cn2)c(C)c1	x	10	0	25	-4	6	2
CCC(=O)N1N=C(c2ccc(NS(=O)(=O)c3ccc(C)cc3)cc2)CC1c1ccco1 (stereo not drawn)	u	0	-3	2	2	3	9
O=C(Nc1cnc2ccccn2c1=O)c1ccc(F)cc1	-6	-4	0	x	x	29	x
C[C@@H]1CCCCO[C@@H](CN(C)Cc2ccc(C(F)(F)F)cc2)[C@@H](C)CN([C@H](C)CO)C(=O)c2cc(NC(=O)NC3CCCCC3)ccc2O1	-1[16.7 µM]	-14	-1	x	7	0	5
O=C(NCc1ccccc1)c1nncc(-c2ccccc2)n1	-2	5	5	3	x	3	6
Cc1cc(C)c(S(=O)(=O)NCCC2CCCN2C)c(C)c1 (stereo not drawn)	-2	-2	1	0	x	-8	x
C[C@@H](C(=O)NCc1ccccn1)[C@H]1C[C@]1(C)[C@H](NC(=O)OCc1ccccc1)c1ccccc1	x	2	0	7	1	8	1
CNC[C@@H]1Oc2ncc(-c3cccc(C(=O)N(C)C)c3)cc2C(=O)N([C@@H](C)CO)C[C@H]1C	-4[16.7 µM]	-5	25	5	3	3	3

The listing continues:
SMILES	miR-122 sensor	ARNT-TACC3 inh	Cneo AK release	Statin myotox sup	SIRT5 inh	esBAF inh	ERp5 inh
Cn1c(C(=O)NCCN2CCc3ccccc3C2)cc2c(=O)n(C)c3ccccc3c21	-3	3	0	-10	-1	5	1
C[C@@H](NC(=O)C[C@@H]1C=C[C@@H](NC(=O)c2cccnc2)[C@@H](CO)O1)c1ccccc1	x	2	-5	10	-1	-2	-1
C=CCn1c(N)c(C(=O)NCC2CCCO2)c2nc3ccccc3nc21 (stereo not drawn)	-4	-21	-1	-28	x	6	x
Cc1cccc(C)c1OCCCCN1CCCCC1	x	-2	1	0	0	-2	-1
C=CCNC(=O)C1CC(=O)N(c2ccc(OCC(=O)Nc3ccccc3)cc2)C1 (stereo not drawn)	-11	7	0	-3	x	53*	x
COc1ccccc1Nc1nnc(SCC(=O)N2CCCC2=O)s1	2	0	-1	6	-4	4	-3
Cc1cc(C)c(-c2c(O)c3ccccc3n(C)c2=O)c(C)c1	1	x	3	x	-6	x	5
Cc1cc(N2C(=O)C(O)=C(C(=O)c3ccco3)C2c2ccccc2F)no1 (stereo not drawn)	x	-4	1	x	-2	x	9
CCOC(=O)c1nn(-c2ccc(F)cc2)c2nc(-c3ccccc3)c(C#N)c(=O)n12	-7	-3	1	x	x	x	x
N#Cc1ccc(OCC(=O)OCC(=O)c2ccc[nH]2)cc1	-8	-5	1	11	-6	-1	3
O=C(NCC(=O)N1CCCC(C(F)(F)F)C1)c1ccccc1F (stereo not drawn)	-7	1	0	-2	-3	31	4
COC(=O)C[C@@H]1CC[C@H]2[C@@H](COC[C@H](O)CN2C(=O)Nc2ccccc2OC)O1	-4[16.7 µM]	3	1	-3	-1	-2	15
O=C(C[C@H]1C[C@H]2c3cc(NS(=O)(=O)c4ccccc4)ccc3O[C@H]2[C@H](CO)O1)NCC1CC1	-2[16.7 µM]	6	2	-20	8	6	-4
O=C(N=C1SC2CS(=O)(=O)CC2N1Cc1ccccc1)C1CC1 (stereo not drawn)	1	x	0	19	-4	-8	-4
Cc1cc(S(=O)(=O)NC2CCCCC2)ccc1OCC(=O)N1CCOCC1	11	-4	x	x	-3	x	-3

At a glance, some entries already given:
SMILES	miR-122 sensor	ARNT-TACC3 inh	Cneo AK release	Statin myotox sup	SIRT5 inh	esBAF inh	ERp5 inh
O=C(C[C@H]1C[C@H]2c3cc(NS(=O)(=O)c4ccccc4)ccc3O[C@H]2[C@H](CO)O1)NCC1CC1	-2[16.7 µM]	6	2	-20	8	6	-4
O=C(N=C1SC2CS(=O)(=O)CC2N1Cc1ccccc1)C1CC1 (stereo not drawn)	1	x	0	19	-4	-8	-4
Cc1cc(S(=O)(=O)NC2CCCCC2)ccc1OCC(=O)N1CCOCC1	11	-4	x	x	-3	x	-3

Further entries:
SMILES	miR-122 sensor	ARNT-TACC3 inh	Cneo AK release	Statin myotox sup	SIRT5 inh	esBAF inh	ERp5 inh
COc1ccccc1C(=O)N1[C@@H](C(C)C)COc2cc(Br)ccc2S1(=O)=O	1	-7	15	-7	2	-9	7
CC1(OC(=O)C2CCCC2)C(=O)C=C2C=C(c3ccsc3)OC=C2C1=O (stereo not drawn)	0	-9	-1	8	0	-12	19
CC(C)Oc1ccc(F)cc1-c1cc(C(=O)N2CCc3ccccc3C2)[nH]n1	-3	x	2	3	-1	-10	-3
COc1ccc(NC(=O)CCOc2ccccc2)cc1	-2	1	-1	2	x	49*	x
C[C@@H]1CN([C@@H](C)CO)C(=O)c2cc(NC(=O)C3CCCCC3)ccc2O[C@@H](C)CCCCO[C@H]1CN(C)S(=O)(=O)c1cn(C)cn1	2[16.7 µM]	-2	0	34	-1	-2	-5
O=C(CC1C(=O)NCCN1Cc1c(F)cccc1Cl)NCCc1ccccn1 (stereo not drawn)	x	0	x	x	-6	x	5
Cc1ccc(C(=O)N2CCCCC2)cc1S(=O)(=O)N1CCOCC1	0	0	1	4	-3	-2	11
Cc1cccc(-n2ncc3c(NCc4cccnc4)ncnc32)c1	9	-3	-7	-14	-1	88*	1
CN(C)/C=N/C(=S)Nc1ccc(Cl)c(Cl)c1	22	-6	2	-110	-5	63*	3
CCc1nc2ccc(C(=O)NCc3ccco3)cc2nc1CC	-8	0	-2	-10	x	0	x
CC1(C(=O)Nc2ccccc2)CCN1C(=O)Cc1ccc(-c2ccccc2)cc1 (stereo not drawn)	-3	x	-1	-1	0	-2	3
C#CCOCCOCCOCCNc1nc(N2CCN(C(=O)Cn3cc(CCCCN)nn3)CC2)nc(N2CCN(C(=O)[C@H]([C@@H](C)CC)n3cc(CCCCN)nn3)CC2)n1	-7	13	1	11	-8	-5	3
Nc1nnc(SCC(=O)Nc2nccs2)s1	4	0	x	-3	-3	-5	-2
Cc1noc(C)c1S(=O)(=O)N(C)C[C@@H]1OCCCC[C@@H](C)Oc2ccc(NC(=O)NC3CCCCC3)cc2C(=O)N([C@@H](C)CO)C[C@H]1C	6[16.7 µM]	-11	4	x	3	0	-5
CC1(NC(=O)c2cccc(S(=O)(=O)N3CCN(c4ccccc4)CC3)c2)CCS(=O)(=O)C1 (stereo not drawn)	x	0	x	x	-5	x	-3

Additional records:
SMILES	miR-122 sensor	ARNT-TACC3 inh	Cneo AK release	Statin myotox sup	SIRT5 inh	esBAF inh	ERp5 inh
Nn1cnnc1SCC(=O)Nc1ccc2c(c1)OCCO2	0	6	0	18	-4	-3	-3
O=C1C=C(NCc2ccc(Cl)c(Cl)c2)C2(CCCCC2)O1	-4	0	-3	142*	x	-56	x
CC(=O)Nc1ccc(NC(=O)[C@@H](NC(=O)c2ccccc2F)C(C)C)cc1	3	-1	1	5	-5	2	3
COc1cccc(C(O)c2ncc(-c3ccccc3Cl)[nH]2)c1 (stereo not drawn)	32	x	-1	0	2	28	2
COc1ccc(C(CNC(=O)CCNS(=O)(=O)c2ccc(C)cc2)N2CCOCC2)cc1 (stereo not drawn)	x	10	0	3	1	7	0
CCSC(=O)N1c2ccc(OC)cc2C=CC1C#N (stereo not drawn)	30	-6	x	x	x	x	-2
O=[N+]([O-])c1cccc(/C=C2\CCc3cnn(C4CCS(=O)(=O)C4)c32)c1 (stereo not drawn)	-5	x	2	0	9	-4	-3
CCC[N+](CC#CCO)(CC#Cc1ccccc1)CCC	x	-3	x	x	-1	x	7
CC(C)OCC(O)CN1CCN(CCN2C(=O)c3cccc4cccc(c34)C2=O)CC1 (stereo not drawn)	-5	-2	0	12	0	-3	-3
O=C1/C(=C\Nc2ccc(OC(F)(F)F)cc2)CCN1c1ncccn1	5	17	-2	-16	x	-5	x
COc1ccc(NC(=O)Nc2cccc3c2O[C@H](CN(C)S(=O)(=O)c2cn(C)cn2)[C@H](C)CN([C@@H](C)CO)C3=O)cc1	2[16.7 µM]	-5	-11	x	1	-2	11

Screens: PubChem, Broad Institute
